HT1080 IDH1KD tx: qHTS for induction of synthetic lethality in tumor cells producing 2HG: qHTS for the HT-1080-IDH1KD cell line. HT-1080 IDH1 knockdown viability, ATP luminescence, 48 h. Potency, µM (doses to about 46.1 µM), inactives show at the top dose activity, negative = toxicity, hits mostly cytotoxic. AID 686971, 2013. 360,000 tested, 2% active;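 also: potency is read from the fitted curve at half-maximal effect; 0% = DMSO wells and -100% = cell-free medium wells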
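After a 2 h attachment period, IDH1KD HT-1080 cells took pin-transferred compound for 48 h at 37 °C; ATP-based luminescence after 10 min room-temperature reagent incubation reported viability.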
D3 ag: qHTS of D3 Dopamine Receptor Agonist: qHTS | D(3) dopamine receptor (Homo sapiens), P35462 | D3R DiscoveRx beta-arrestin cells, luminescence, 90 min | max activation, % | 410,000 tested, 0.58% active | AID 652048, 2013; in the data active = max activation above about 30%; also: 0% is about no effect; mostly tested at two doses, the higher about 12 µM
Target sequence (P35462 whole entry, looked up): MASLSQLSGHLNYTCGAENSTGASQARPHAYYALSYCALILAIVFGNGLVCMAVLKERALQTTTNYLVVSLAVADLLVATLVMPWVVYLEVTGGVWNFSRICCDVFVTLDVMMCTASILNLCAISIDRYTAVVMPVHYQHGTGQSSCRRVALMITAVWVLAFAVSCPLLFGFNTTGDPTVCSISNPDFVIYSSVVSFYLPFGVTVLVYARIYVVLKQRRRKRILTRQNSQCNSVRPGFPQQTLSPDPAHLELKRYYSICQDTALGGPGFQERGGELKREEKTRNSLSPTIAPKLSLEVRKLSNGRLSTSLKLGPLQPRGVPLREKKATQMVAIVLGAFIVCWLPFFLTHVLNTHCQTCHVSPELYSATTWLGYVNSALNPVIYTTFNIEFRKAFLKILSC
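Agonist-mode cell screen: cells plated at 1500/well and incubated overnight at 37 °C, then exposed to library compounds for 90 min at 37 °C. Detection reagent was added for 30–60 min at room temperature, and luminescence was read.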
GLP1R cytotox: qHTS of GLP-1 Receptor Inverse Agonists: Cytotox Screen; HEK293 cAMP-luciferase reporter cells, luminescence, 24 h; Potency, µM (series often up to 38.3 µM), for the others: at the top dose activity change, negative = inhibition, usual class: inhibitors; 410,000 tested, 0.13% active; AID 624418, 2012;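 also: loss of luciferase light is scored as toxicity; potency is read from the fitted curve at half-maximal effect; % is scaled to controls: 0 for no effect and ±100 for the full control effect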
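Compound-treated cells are incubated 24 hr at 37 deg C under 5% CO2 after a 12 hour attachment period, then luciferase detection reagent is added and luminescence is measured following 12 min at room temperature; lowered signal indicates toxicity.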
IL-1B inflam inh: qHTS for Inhibitors of Inflammasome Signaling: IL-1-beta AlphaLISA Primary Screen; THP-1 LPS/ATP IL-1B secretion, AlphaLISA, 16 h; hits give low values; activity change, % at 57.5 µM; 360,000 tested, 4.7% active; AID 743279, 2014; in the data active = activity change below about -50%; inconclusive = mostly about -30% to -49%; also: % is scaled to controls: 0 for no effect and ±100 for the full control effect
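Secreted IL-1B measured by AlphaLISA bead assay after 16 h compound exposure of THP-1 cells; compounds (final up to 57.5 uM) added 1 h before LPS (250 ng/mL) and ATP (1.25 mM) stimulation; lower signal means less secretion.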
MCF10A rerep: A quantitative high throughput screen for small molecules that induce DNA re-replication in MCF 10a normal breast cells; MCF 10A DNA re-replication, Hoechst nuclear intensity, 48 h; Potency, µM (series often up to 46.1 µM), for inactives: top-dose activity, positive = re-replication, most hits filed as activators; 350,000 tested, 2.9% active; also: potency is read from the fitted curve at half-maximal effect; % of control where 0% means no effect; nearly all actives have a fitted effect of over 50% in size
SW480 rereplic: A quantitative high throughput screen for small molecules that induce DNA re-replication in SW480 colon adenocarcinoma cells; 340,000 tested, 1.8% active; SW480 DNA re-replication, Hoechst DNA content imaging, 48 h; Potency, µM (top dose mostly 46.1 µM), without a hit: top-dose re-replication activation, hits mostly activators; also: potency is read from the fitted curve at half-maximal effect; % of control where 0% means no effect; nearly all actives have a fitted effect of over 55% in size
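Image-based read-out: total Hoechst fluorescence of nuclei (405 nm excitation, 500-530 nm emission), with hits raising the fraction of high-intensity nuclei. SW480 colon cells incubated 48 hr with compounds at 37 C.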
HT1080NT lethal: qHTS for induction of synthetic lethality in tumor cells producing 2HG: qHTS for the HT-1080-NT fibrosarcoma cell line; HT-1080-NT fibrosarcoma viability, CellTiter-Glo ATP luminescence, 48 h; Potency, µM (top dose mostly 46.1 µM), inactives show at the top dose activity, negative = less viability, usual class: cytotoxic; 360,000 tested, 1.6% active; AID 686970, 2013;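 also: NT is the 2HG producing partner of a matched IDH1 knockdown line; potency is read from the fitted curve at half-maximal effect; 0% = DMSO-treated cells and -100% = media-only wells without cells; nearly all actives have a fitted effect of over 55% in size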
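Toxicity toward the 2HG-producing NT line was scored as %Activity, normalised to DMSO and no-cell wells, from CellTiter-Glo luminescence after 48 hours' treatment.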
KB-3-1 cytotox: qHTS assay for MDR1-selective chemotherapeutics: Primary screen using the parental adenocarcinoma cell KB-3-1; KB-3-1 viability, CellTiter-Glo ATP luminescence, 72 h; Potency, µM (series often up to 46.1 µM), without a hit: top-dose activity change, negative = cytotoxic, hits mostly cytotoxic; 400,000 tested, 1.4% active; AID 1347075, 2019; also: potency is read from the fitted curve at half-maximal effect; % is scaled to controls: 0 for no effect and ±100 for the full control effect; nearly all actives have a fitted effect of over 60% in size
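KB-3-1 cells, DMEM (no phenol red) + 10% FBS; compound by pin transfer, 72 h, 37 °C. Readout: CellTiter-Glo luminescence after 10 min. Data normalized, curve-fitted.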
KB-V1 MDR tox: qHTS assay for MDR1-selective chemotherapeutics: Primary screen using the drug-selected MDR subline cells KB-V1. 400,000 tested, 3.4% active. Potency, µM (titrated, usually from 46.1 µM), for inactives: top-dose activity change, negative = cytotoxicity, usual class: cytotoxic. KB-V1 MDR cells viability, CellTiter-Glo, 72 h; also: potency is read from the fitted curve at half-maximal effect; % is scaled to controls: 0 for no effect and ±100 for the full control effect; nearly all actives have a fitted effect of over 60% in size
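KB-V1, DMEM (no phenol red) + 10% FBS; cpd pin-transferred, titration series; 72 h, 37 degrees C; CellTiter-Glo, luminescence. Data normalized, curve-fit.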
An asterisk follows results filed as active; ? = inconclusive; / = not tested or not shown; ! = a repeat was not active; [ ] = remark or other dose. Unless noted, calls follow the shape of the dose curve; as a rule, active = well fitted curve in the direction sought with a large enough effect; inconclusive = small, poorly fitted or top-dose-only effect, or another doubt; inactive = no such curve, though single readings can be large; an effect the other way counts as inactive or inconclusive. This is a random part of the collection; any-hit rate near 11%.

SMILES | HT1080 IDH1KD tx | D3 ag | GLP1R cytotox | IL-1B inflam inh | MCF10A rerep | SW480 rereplic | HT1080NT lethal | KB-3-1 cytotox | KB-V1 MDR tox
O=C(Nc1cccc2cccnc12)c1ccc2sc([C@@H]3O[C@H](CO)[C@H](O)[C@H](O)[C@H]3O)nc2c1 | 19% | -6 | 0% | -25 | / | / | ? | ? | 1%
Cc1ccc(-c2onc(C)c2C)cc1S(=O)(=O)N1CC(C)Oc2ccccc21 (stereo unspecified) | ? | 28 | 22% | 25 | ? | -20% | -26% | ? | ?
CCOc1cc(-c2n[nH]c(=S)n2Cc2ccccc2)ccc1OC(F)F | 0% | 0 | 5% | -6 | 9% | -8% | 10% | -1% | ?
CCN(CC)C(=O)CSc1nnc(CSc2ncccn2)n1C | 14% | 14 | -8% | -9 | 0% | -10% | 8% | -2% | 3%
COc1cccc(CNC(=O)c2ccc(NC(=O)N3CCCCc4ccccc43)cc2)c1 | / | -6 | 3% | / | / | / | / | 4% | -8%
COc1ccc(Cl)cc1C(=O)Nc1ccc(N(C)C(C)=O)cc1 | 1% | -3 | -1% | -14 | 7% | 1% | 1% | -14% | 16µM*
O=C1/C(=C/c2ccc([N+](=O)[O-])cc2)C=C(c2ccccc2)N1c1ccc(O)cc1 | ? | -12 | 3% | -99* | 18µM* | ? | -15% | ? | 5.8µM*
O=C(NCc1ccccn1)C1CCN(S(=O)(=O)N2CCC3(CC2)OCCO3)CC1 | 0% | 3 | 3% | 1 | ? | 12µM*! | 8% | 0% | 0%
Cc1cccc(OCc2nnc(SCC(=O)N(c3ccccc3)C3CCS(=O)(=O)C3)o2)c1 (stereo unspecified) | 3% | 8 | 4% | -3 | 5% | -8% | 6% | 0% | -29%
CCN(CC(=O)Nc1ccccc1OC)C(=O)c1ccc(NS(=O)(=O)c2ccc(C(C)=O)cc2)cc1 | -3% | 5 | ? | -2 | 1% | -2% | -7% | 3% | 6%
COC(=O)c1[nH]c2ccc(C)cc2c1NC(=O)CN1CCN(c2ccccc2)CC1 | -23% | 36* | ? | -23 | 18% | 8% | -27% | ? | ?
O=C1NC[C@H](CCCCN2C[C@H](Cc3ccc(O)cc3)N(Cc3ccccc3)C(=O)C2=O)N(CC2CCCCC2)C1=O | 3% | -9 | 5% | 0 | / | / | 0% | 17% | 3%

4 records picked at random from the list so far:
SMILES | HT1080 IDH1KD tx | D3 ag | GLP1R cytotox | IL-1B inflam inh | MCF10A rerep | SW480 rereplic | HT1080NT lethal | KB-3-1 cytotox | KB-V1 MDR tox
Cc1ccc(-c2onc(C)c2C)cc1S(=O)(=O)N1CC(C)Oc2ccccc21 (stereo unspecified) | ? | 28 | 22% | 25 | ? | -20% | -26% | ? | ?
COc1cccc(CNC(=O)c2ccc(NC(=O)N3CCCCc4ccccc43)cc2)c1 | / | -6 | 3% | / | / | / | / | 4% | -8%
CCN(CC(=O)Nc1ccccc1OC)C(=O)c1ccc(NS(=O)(=O)c2ccc(C(C)=O)cc2)cc1 | -3% | 5 | ? | -2 | 1% | -2% | -7% | 3% | 6%
O=C1/C(=C/c2ccc([N+](=O)[O-])cc2)C=C(c2ccccc2)N1c1ccc(O)cc1 | ? | -12 | 3% | -99* | 18µM* | ? | -15% | ? | 5.8µM*

Part of the list above with just MCF10A rerep and IL-1B inflam inh.
structure,MCF10A rerep,IL-1B inflam inh
CCOc1cc(-c2n[nH]c(=S)n2Cc2ccccc2)ccc1OC(F)F,9%,-6
COc1ccc(Cl)cc1C(=O)Nc1ccc(N(C)C(C)=O)cc1,7%,-14
O=C1/C(=C/c2ccc([N+](=O)[O-])cc2)C=C(c2ccccc2)N1c1ccc(O)cc1,18µM*,-99*
Cc1ccc(-c2onc(C)c2C)cc1S(=O)(=O)N1CC(C)Oc2ccccc21 (stereo unspecified),?,25

(list continues)
SMILES | HT1080 IDH1KD tx | D3 ag | GLP1R cytotox | IL-1B inflam inh | MCF10A rerep | SW480 rereplic | HT1080NT lethal | KB-3-1 cytotox | KB-V1 MDR tox
COCCN1CSC(=S)N(Cc2ccco2)C1 | 5% | 4 | -14% | -2 | ? | 5.8µM* | 17% | 6% | -9%
COc1ccc(CC(=O)Nc2ccc(S(=O)(=O)Nc3cc(OC)nc(OC)n3)cc2)cc1 | -1% | -1 | -5% | 10 | 0% | -19% | 0% | -4% | -4%
CS(=O)(=O)Nc1ccccc1C(=O)N1CCOCC1 | -1% | -6 | 19% | -7 | 7% | -3% | 2% | -8% | -7%
COc1ccc(CC2(CO)CCN(Cc3ccc4c(c3)CCO4)CC2)cc1 | 21µM* | -28 | -3% | ? | ? | -1% | ? | 9% | ?
COCCNC(=O)C(c1c[nH]c2ccccc12)N(C(=O)c1snc(C(N)=O)c1N)c1cccc(OC)c1 (stereo unspecified) | 13% | 3 | -7% | -1 | 5% | -96%[inhibitor] | -8% | 4% | 14%
Cc1nc(-c2ccccc2)cc(=O)[nH]1 | 14% | -1 | 1% | 14 | 8% | 1% | 12% | 11% | 2%
CCC(=O)N[C@H]1CC[C@@H](CCn2cc(C3CC3)nn2)O[C@@H]1CO | 22% | -1 | -1% | 0 | / | / | 14% | 3% | 4%
CCc1nn(CC(=O)N(CC)Cc2ccccc2)c(=O)c2cc3occc3n12 | / | -13 | -5% | / | / | / | / | 7% | -6%
C[C@H](NC(=O)c1nc[nH]c1C(=O)NCCCCCNC(=O)OC(C)(C)C)c1ccccc1 | -20% | 3 | -31% | 2 | 19% | -6% | -23% | ? | ?
Cc1ccccc1C(=O)Nc1ccc(Cl)cn1 | 2% | -2 | -16% | -1 | 690%[0.0737 µM] | ? | 3% | ? | ?
CSc1ccc(CN2CCC(N3CCC(C(=O)NC4CC4)CC3)CC2)cc1 | -24% | 3 | 2% | -28 | / | / | -5% | -14% | -20%
CC1(C)N=C(N)N=C(N)N1CCCCc1ccccc1 | 0.15µM* | 4 | -25% | 10 | 18% | -9% | ? | 1.5µM* | 16%
CCN(CC)CCCNC(=O)c1ccc(S(=O)(=O)Nc2ccc(C)c(C)c2)cc1 | -11% | -2 | 14% | -4 | ? | -7% | -20% | 0% | 0%
CC1CCN(S(=O)(=O)c2c[nH]c(=O)[nH]c2=O)CC1 | 4% | 6 | 12% | 5 | -2% | 4% | 14% | -6% | 10%
CCOc1ccc(-c2cn3c(n2)sc2cc(C(=O)NCCc4ccc(OC)cc4OC)ccc23)cc1 | / | 1 | -1% | / | / | / | / | -15% | 8%
Cc1noc(NS(=O)(=O)c2ccc(NC(=O)c3cccc(S(=O)(=O)N(C)c4ccccc4)c3)cc2)c1C | 13% | -2 | 0% | 17 | 3% | 5% | 6% | 16% | ?
CN(C)[C@H]1CCN([C@@H]2CS(=O)(=O)N[C@H]2COCc2ccccc2)C1 | 0% | 0 | 3% | 38 | / | / | 24% | 0% | 0%
Cc1ccc(SCC(=O)Nc2oc(C)c3c(C)n[nH]c(=O)c23)cc1C | -3% | -3 | 12% | 19 | 5% | -7% | 5% | 2% | 4%
CC(C)C(NS(=O)(=O)c1cccc2nsnc12)C(=O)Nc1nc2ccc(Cl)cc2s1 (stereo unspecified) | 7% | -2 | 10% | 69 | -6% | -3% | 6% | ? | 17%
CCOC(=O)Nc1ccc2c(c1)ncn2C1CCCCC1 | -1% | -13 | ? | ? | -9% | 12% | -23% | 3% | 18µM*
COc1ccc(-c2ccc(C(=O)NCCN3CCOCC3)c3occc23)c(C)c1 | 18µM* | -13 | 4% | ? | / | / | 16µM* | -11% | 0%
CCN1CCN(C(=S)Nc2ccc3nc(N4CCN(C)CC4)cc(C)c3c2)CC1 | -17% | -14 | ? | ? | ? | -4% | -6% | -13% | 2%
CN(CC(=O)Nc1ccccc1C(F)(F)F)C(=O)CSCc1ccccc1 | -1% | -5 | 10% | 18 | -6% | 2% | -1% | 6% | 5%
O=C(COC(=O)c1cc(Br)ccc1O)Nc1ccc2c(c1)OCO2 | 0% | 0 | -19% | 30 | -9% | -5% | -15% | 3% | 29%
COCCC(=O)N1CCC(Oc2ccc(C(=O)NCCc3cnn(C)c3)cc2)CC1 | 16% | 10 | 0% | 17 | 10% | -3% | 1% | 4% | 11%
COC(=O)c1ccc(S(=O)(=O)NNC(=O)c2ccc(S(=O)(=O)N3CCCCC3)cc2)cc1 | -12% | -1 | 14% | 9 | 1% | 5% | -2% | -5% | 6%
CCOc1ccc(/C=C/c2nc(C#N)c(NCCCOC)o2)cc1 | ? | -8 | -7% | -2 | 3.7µM* | 2.1µM* | ? | 5.2µM* | 2.1µM*
Cn1nccc1C(=O)Nc1ccc(OC(=O)c2ccnn2C)cc1 | 0% | 12 | 1% | 12 | 5% | 17% | 7% | -7% | -12%
NC(=O)c1ccc(C2SCC(=O)N2CCc2ccccc2)cc1 (stereo unspecified) | -5% | 2 | -10% | 17 | 3% | -3% | -1% | -2% | ?
Cc1cc(S(=O)(=O)N2CCN(CC(=O)N(C)Cc3ccccc3)CC2)ccc1Br | -12% | -2 | 1% | ? | 14% | 4% | 3% | -14% | ?
O=C(NCc1ccccc1)c1cc(C2CCCN(C(=O)CCc3ccccc3)C2)on1 (stereo unspecified) | -1% | -6 | 0% | -7 | / | / | -1% | 0% | 4%

From PubChem BioAssay
